# PGC1a acetyl inh: inhibitors of PGC1a acetylation signal, primary screen, cell-based, U2OS, AlphaScreen, inhibitor mode. AlphaScreen anti-acetyl-lysine; with virally co-expressed GCN5 acetyltransferase. inhibition, % at 15.6 µM. 350,000 tested, 0.17% active. AID 651687, 2012;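 active = every replicate shows inhibition of at least 40%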;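 also: 0% = neutral control wells and 100% = positive control wells; some results beyond the cut were filed as inactive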
# miR122 inh: miR-122 Renilla sensor signal increase in Huh7, primary screen, miR-122 inhibitor project, cell-based, single point, plate reader. Huh7 miR-122 Renilla luciferase sensor, 48 h; neutral wells = 0, positive control = 100. activation (reporter increase), % at 12.5 µM. 340,000 tested, 0.3% active;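 active = mean replicate activation score at least 90 and every replicate individually at or above 90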;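 also: higher luciferase means less miR-122 activity so hits act as miR-122 inhibitors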
# RAD54 inh: inhibitors of human RAD54 branch migration, primary screen, biochemical, fluorescence, single point; RAD54 Holliday junction branch migration, FAM/BHQ fluorescence; DNA repair and recombination protein RAD54-like (Homo sapiens), Q92698; inhibition, % at 10.4 µM; 360,000 tested, 0.14% active;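 active = mean normalized replicate activity at least 40 and at least half of replicates scoring 40 or more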;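 also: 0% = median of neutral control wells and 100% = median of positive control wells; inhibitors cause a drop in the FAM fluorescence signal; in these data hits start at about 50%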
# E-selectin induc: E-selectin induction in HUVECs, primary screen, imaging, HUVEC, immunofluorescence imaging, single point | P16581 | activation, % at 7.58 µM | 260,000 tested, 0.37% active | normalized: neutral wells 0, TNF-alpha wells 100;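 active = mean E-selectin-positive cell signal at least 10% of the positive control, reached in at least 60% of replicates, without over 20% cell loss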;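 also: in these data hits start at about 27%; measured in HUVEC primary endothelial cells; signal is the percent of cells scored E-selectin positive by PE staining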
# Target sequence (P16581 whole entry, looked up): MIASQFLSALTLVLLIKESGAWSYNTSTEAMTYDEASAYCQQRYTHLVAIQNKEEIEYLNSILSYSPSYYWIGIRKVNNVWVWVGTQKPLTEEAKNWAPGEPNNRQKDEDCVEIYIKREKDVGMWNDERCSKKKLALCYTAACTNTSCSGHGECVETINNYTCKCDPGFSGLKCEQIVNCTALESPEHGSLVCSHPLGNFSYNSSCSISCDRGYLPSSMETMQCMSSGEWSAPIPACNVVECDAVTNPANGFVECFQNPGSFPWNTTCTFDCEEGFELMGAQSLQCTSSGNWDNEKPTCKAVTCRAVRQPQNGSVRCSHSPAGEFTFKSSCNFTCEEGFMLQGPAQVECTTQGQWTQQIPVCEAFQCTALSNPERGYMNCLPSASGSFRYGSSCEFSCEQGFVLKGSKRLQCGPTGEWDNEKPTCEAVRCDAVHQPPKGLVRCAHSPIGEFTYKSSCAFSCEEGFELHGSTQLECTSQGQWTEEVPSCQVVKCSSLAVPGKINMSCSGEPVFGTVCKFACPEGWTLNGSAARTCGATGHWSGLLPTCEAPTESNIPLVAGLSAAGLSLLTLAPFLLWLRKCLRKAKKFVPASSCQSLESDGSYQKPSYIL
#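 Read-out basis: % PE-positive cells; Test system: HUVEC primary endothelial cells; Technique: immunofluorescence imaging; Dosing: single-point compound dose.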
# ERAP1 inh: human ERAP1 aminopeptidase inhibitors, primary screen, biochemical, single point, plate reader | Endoplasmic reticulum aminopeptidase 1 (Homo sapiens), Q9NZ08 | recombinant ERAP1, Leu-AMC fluorescence, 60 min | inhibition, % at 10.7 µM | 340,000 tested, 0.15% active | AID 652197, 2013;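 active = mean replicate inhibition of at least 30%, or all replicates individually reaching that 30% level; inactive = mean below 30% and not every replicate reaching it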;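 also: 0% = neutral control wells and 100% = L-leucinethiol positive control wells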
# PglD inh: C. jejuni PglD acetyltransferase inhibitors, primary screen, biochemical, DTNB colorimetric, single point | UDP-N-acetylbacillosamine N-acetyltransferase PglD (Campylobacter jejuni) | 360,000 tested, 0.098% active | AID 602405, 2012 | purified PglD enzyme, DTNB colorimetric CoA detection | inhibition, % at 12.5 µM; in the data active = inhibition above about 16%, passing the limit was not always enough; also: strong numbers were not always called active
# Cneo AK release: Cryptococcus neoformans cell lysis inducers, primary screen, AK release luminescence, single concentration | C. neoformans lysis, adenylate kinase release luminescence, 4 h; normalised: neutral wells 0, clomiphene wells 100 | lysis activity, % at 15 µM | 360,000 tested, 0.2% active;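 active = mean lysis activity across replicates of at least 80%, whatever share of replicates individually reach that level; inactive = mean lysis activity below 80%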
#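 Assay system: log-phase C. neoformans yeast / Quantity: yeast cell density of 5 × 10^6 cells/mL / Medium: fresh YPD growth medium / Compound: single dose / Timing: static 4 h at 37 °C with compound, 1 h detection / Measured by: adenylate kinase release luminescence / Read-out: lysis from increased AK signal / Benchmarks: Clomiphene as positive lysis control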
# RAD52 inh: RAD52 DNA annealing inhibitors, primary screen, biochemical, FRET, single point, set 2 | DNA repair protein RAD52 homolog (Homo sapiens), P43351 | recombinant RAD52 DNA annealing, FRET fluorescence | inhibition, % at 18.7 µM | 360,000 tested, 0.46% active | AID 651710, 2012;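 active = every replicate showing at least 50% inhibition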
# Target sequence (P43351 whole entry, looked up): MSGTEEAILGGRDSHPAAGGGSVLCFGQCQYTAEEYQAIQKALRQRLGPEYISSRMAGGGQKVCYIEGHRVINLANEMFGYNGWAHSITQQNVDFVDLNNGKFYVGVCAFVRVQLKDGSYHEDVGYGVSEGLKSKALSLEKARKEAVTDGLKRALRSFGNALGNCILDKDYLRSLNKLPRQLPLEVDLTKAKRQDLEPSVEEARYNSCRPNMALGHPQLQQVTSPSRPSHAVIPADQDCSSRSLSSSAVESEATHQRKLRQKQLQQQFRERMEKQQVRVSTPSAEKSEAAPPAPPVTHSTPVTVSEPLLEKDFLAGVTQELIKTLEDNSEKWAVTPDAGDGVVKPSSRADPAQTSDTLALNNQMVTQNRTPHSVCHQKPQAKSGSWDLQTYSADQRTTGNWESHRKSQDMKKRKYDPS
# Active calls of the source: *; . = not tested or not shown; [ ] = remark or other dose.
# The line under a structure holds: Cneo AK release, PGC1a acetyl inh, ERAP1 inh, RAD52 inh, PglD inh, E-selectin induc, RAD54 inh, miR122 inh
CN(CC(O)COc1ccccc1F)C1CCCCC1 (configuration not stated)
 : ., -5, -2, -18, ., -0.4, ., .
CCOC(=O)c1sc(=S)n(-c2cccc(OC)c2)c1N
 : -3, -10, 1, -17, -4, ., 3, .
C=CCOC(=O)[C@@H]1[C@H]2C(=O)O[C@H](c3ccccc3)[C@H](c3ccccc3)N2[C@H](c2ccc(OCCOC(=O)[C@@H]3C[C@@H]4C(=O)N[C@@H](CC(C)C)C(=O)N4[C@@H]3c3ccc(O)cc3)cc2)[C@@]12C(=O)Nc1ccc(I)cc12
 : -3, 3, 0, -1, 0, ., 5, .
Cc1n[nH]c(=O)nc1NCC1CCCO1 (configuration not stated)
 : -1, 1, ., ., -2, ., 0, -4
COCCN(C(=O)CSc1ccc2c(c1)OCCO2)c1c(N)n(CC(C)C)c(=O)[nH]c1=O
 : -7, 10, -1, -9, -4, 0.8, -3, .
COC(=O)c1c(C)[nH]c(C(=O)C(C)Sc2nnc(-c3cc(OC)c(OC)c(OC)c3)o2)c1C (configuration not stated)
 : -1, 2, ., ., -7, ., -9, -2
Cc1cccc(C(=O)OCC(=O)Nc2sccc2C(N)=O)c1C
 : 0, 7, -5, -28, 0, 0.1, 0, -5
O=C1C(C2=NC(c3ccccn3)C3C(=O)N(c4ccccc4)C(=O)C23)=C(O)c2ccccc21 (configuration not stated)
 : ., 8, ., 5, ., -0.1, ., -7
CC(C)C[C@H]1CNC(=S)N1C[C@H]1CCCN1C[C@H](CC(C)C)N1C[C@H](Cc2ccccc2)N(CCc2ccccc2)C1=S
 : 3, -10, 3, -23, -4, 0.1, 0, 1
O=C1CCCN1CC(=O)N1CCCC(Nc2cccc(F)c2)C1 (configuration not stated)
 : 0, ., 1, -16, -1, -0.2, 2, .
Cc1cc(N2CCC(C)CC2)n2ncc(-c3ccccc3)c2n1
 : -10, -10, ., ., 9, ., 5, -2
O=C([C@H]1[C@H](CO)[C@H]2Cn3c(ccc(C4=CCCC4)c3=O)[C@@H]1N2Cc1nccs1)N1CCCCC1
 : 6, ., 2, -26, -2, 0.0, -4, -3[16.7 µM]
CC(C)Nc1nc(-c2ccncc2)nc(-c2ccc(Cl)cc2)c1C#N
 : ., -8, 1, -14, ., ., ., -2
CC1=NN(c2nc(-c3ccc(C)cc3)cs2)C(=O)C1N=Nc1ccc(C(N)=O)cc1 (configuration not stated)
 : ., 12, 1, -22, ., ., ., -4
CN(c1ccccc1)S(=O)(=O)c1cccc(NC(=O)CCNC(=O)c2ccc(Cl)cc2)c1
 : 0, ., 1, -14, 0, ., -7, 2
Cc1noc(C)c1C(=O)N1CCN(c2ccc(OCc3ccccc3)cc2)CC1
 : 11, 1, ., -11, -1, -0.4, 0, 8
CC#CC[N+](C)(C)CC(=O)c1ccccc1
 : 0, -3, 5, -4, 4, 0.0, 8, 2
COc1ccc(N2CCC(CNC(=O)Nc3cccc(OC)c3)C2)cc1 (configuration not stated)
 : -4, 5, ., ., -6, ., -4, -8
COc1cc(CN(C)C(=O)C2CCN(S(=O)(=O)c3cccs3)CC2)ccc1OC(F)F
 : -1, -1, 1, -5, 1, 0.0, -3, -8
O=C(NC[C@H]1[C@H](c2ccccc2)[C@H](CO)N1CC1CCCC1)c1ccccc1
 : -1, -7, 1, 5, -4, 0.9, 3, -6[16.7 µM]

# Brought forward from above: two entries; new compounds follow.
# The line under a structure holds: Cneo AK release, PGC1a acetyl inh, ERAP1 inh, RAD52 inh, PglD inh, E-selectin induc, RAD54 inh, miR122 inh
COc1cc(CN(C)C(=O)C2CCN(S(=O)(=O)c3cccs3)CC2)ccc1OC(F)F
 : -1, -1, 1, -5, 1, 0.0, -3, -8
O=C(NC[C@H]1[C@H](c2ccccc2)[C@H](CO)N1CC1CCCC1)c1ccccc1
 : -1, -7, 1, 5, -4, 0.9, 3, -6[16.7 µM]
CCc1c(C)n([O-])c2c([n+]1=O)CCCCC2
 : 2, 11, ., ., -1, ., -5, -2
COc1ccc(-n2nc([N+](=O)[O-])c(=NCCc3ccc(Cl)cc3)n2O)cc1
 : -10, -9, 0, -14, -2, ., 4, -5
COc1ccccc1N1CCN(C(=O)c2oc3ccc(F)cc3c2C)CC1
 : 1, ., -1, -12, 0, ., -4, 32
CCOc1cccc(C(=O)Nc2ccc(S(=O)(=O)Nc3cc(C)on3)cc2)c1
 : 0, 6, 6, -5, -2, ., 0, 4
COc1cccc2cc(-c3cc(=O)oc4ccc(OCC(C)=O)cc34)oc12
 : -1, -3, -1, -11, -1, ., 0, -3
Cc1ccc(SCCC(=O)NCC2CCCO2)cc1 (configuration not stated)
 : 0, 12, ., ., 7, ., -7, 2
CN1C(=O)N(C)C2C1N(CN1CCCCC1)C(=O)N2CN1CCCCC1 (configuration not stated)
 : 0, -4, ., ., -6, ., 11, 0
Cc1ccc(CNC(=O)C2CCC(CNS(=O)(=O)c3cccs3)CC2)cc1 (configuration not stated)
 : -1, -13, 1, -21, -2, ., -7, 2
CCCS(=O)(=O)NC(=O)C1(C)CCCN(C(=O)c2oc3ccccc3c2C)C1 (configuration not stated)
 : 0, 3, -3, -5, 1, 3.9, 2, 0
C[C@H](CO)N1C[C@H](C)[C@H](CN(C)S(=O)(=O)c2cn(C)cn2)Oc2ccc(NS(=O)(=O)c3cccs3)cc2CC1=O
 : -2, -3, -3, 14, 0, -0.3, 5, 0[16.7 µM]
C/C=C/c1cnc2c(c1)C(=O)N([C@@H](C)CO)C[C@H](C)[C@H](CN(C)C(=O)Nc1ccc(OC)cc1)O2
 : 10, 4, 1, -6, -5, 0.5, -6, 2[16.7 µM]
COc1cccc(-c2csc(NC3OC(=O)c4c3ccc(OC)c4OC)n2)c1 (configuration not stated)
 : -2, 5, ., -23, 0, -0.1, -1, -6
CCN(c1ccccc1)S(=O)(=O)c1ccc(Cl)c(NC(=O)CN(C)C2CCN(C)CC2)c1
 : 2, -5, 1, 24, -1, -0.3, -7, 5
O=C(Cc1ccccc1)NNC(=S)NC(=O)c1cccnc1
 : 1, -4, 5, -6, 3, 0.1, 4, -2
CC(C)NC(=O)NCC[C@@H]1CC[C@@H](NC(=O)Nc2ccccc2)[C@@H](CO)O1
 : 74, -8, -4, 5, 4, 0.0, -9, 11[16.7 µM]
O=C(NCCN=C1NS(=O)(=O)c2ccccc21)c1ccncc1
 : 9, 11, ., ., -8, ., 1, 0
O=C(C[C@H]1CC[C@@H](NC(=O)Nc2ccc(F)cc2)[C@@H](CO)O1)NCc1cccc(F)c1
 : -1, -11, -1, 5, -6, 0.1, -5, .
O=c1c2sc3ccccc3c2[nH]c(=S)n1CCN1CCOCC1
 : ., -10, -2, -11, ., 3.3, ., 2
CCCC(=O)Nc1ccc2c(c1)nc(CCNC(=O)c1ccccc1)n2C
 : 0, 4, 2, -10, 8, ., 2, 13
CCCn1ncc(CN2CCC(Cc3cccc(F)c3)(C(=O)OCC)CC2)c1C
 : -5, 12, -2, -16, 5, 4.4, 4, -2
O=C1OCCC1Sc1nc2cc(Cl)ccc2s1 (configuration not stated)
 : -3, 1, ., ., 2, ., 2, 1
O=[N+]([O-])c1ccc(NCCOc2ccccc2Cl)nc1
 : 0, ., -2, -15, 17, 0.2, 8, -2
O=C(CSc1nnc(Cn2c(=O)sc3ccccc32)n1-c1ccccc1)NCC1CCCO1 (configuration not stated)
 : 0, -6, 0, -7, -2, ., -17, -9
O=C(CNC(=O)N1CC(=O)Nc2ccccc21)NCCc1ccc(Cl)cc1
 : 1, ., -1, -22, -1, ., -5, 5
Cc1cscn1
 : 1, -8, 0, -6, -2, ., 3, 0
Nc1ccccc1C#CCCCCO
 : -2, -7, ., -10, -5, 0.0, 2, -9
CC1CC(C)CN(Cc2nc(N)nc(Nc3ccccc3)n2)C1 (configuration not stated)
 : -8, -2, ., ., 4, ., -15, 1
Cc1ccc(S(=O)(=O)Nc2ccc3c(c2)C(=O)N([C@H](C)CO)C[C@H](C)[C@H](CN(C)Cc2ccc4c(c2)OCO4)O3)cc1
 : 2, -8, 3, 6, 3, -0.5, -21, -11[16.7 µM]
COc1ccccc1N1C(=O)C(Cl)=C(N2CCCC2)C1=O
 : -1, ., 2, -32, 7, ., 12, .
O=C(O)c1ccccc1-n1c2ccccc2c2ccccc21
 : 2, ., -1, -1, -3, -0.4, -7, .
Cc1c(Cl)cccc1NC(=O)CSc1nnc(C)n1-c1ccccc1
 : -1, -4, ., ., -5, ., -2, -2
C[C@@H]1CCCCO[C@H](CN(C)CC2CCCCC2)[C@H](C)CN([C@@H](C)CO)C(=O)c2cc(NS(=O)(=O)c3ccc(Cl)cc3)ccc2O1
 : -10, -21, ., ., -1, 0.1, 9, -25[16.7 µM]
CCN(CC)CCNCc1cc(Cl)c(OCC(=O)Nc2ccccc2)c(OC)c1
 : ., -4, -3, 2, ., 0.1, ., .
CCc1nc2c(OCc3ccccc3)cccn2c1N(C)C(C)=O
 : 6, ., 15, -7, -3, 0.1, 5, .
O=C(O)c1cc(S(=O)(=O)NCC2CCCO2)ccc1Cl (configuration not stated)
 : -1, -2, ., ., -5, ., -2, -8
CCCN(S(=O)(=O)c1ccccc1F)S(=O)(=O)c1ccccc1Br
 : ., ., -2, -4, ., -0.2, ., 22
CCS(=O)(=O)N1CCN(C(=O)c2cc(OC)cc(OC)c2)CC1
 : -1, 4, 2, -2, -2, ., 0, -2
CNC[C@H]1OCCCC[C@@H](C)Oc2ccc(NS(C)(=O)=O)cc2C(=O)N([C@@H](C)CO)C[C@H]1C
 : -7, -3, -1, -14, 3, 0.0, -6, 4[16.7 µM]
COc1ccc(-c2ccc([C@H]3[C@H](CO)N4CCCCN(CC5CCOCC5)C[C@@H]34)cc2)cc1
 : -3, 1, -2, 20, -6, -0.1, 0, -1[16.7 µM]
CCc1nnc(NC(=O)Cc2ccc(OCc3c(C)noc3C)cc2)s1
 : 8, -1, ., ., 6, ., 0, -1
C[C@@H]1CN([C@@H](C)CO)C(=O)c2cc(NC(=O)Nc3ccc(F)cc3)ccc2O[C@@H](C)CCCCO[C@H]1CN(C)C(=O)CCCN(C)C
 : 3, 8, -7, 51*, 6, -0.1, 9, 16[16.7 µM]
C[C@@H]1CN([C@@H](C)CO)C(=O)c2ccccc2-c2ccccc2CO[C@H]1CN(C)C(=O)Nc1cccc(C(F)(F)F)c1
 : 2, -4, -3, -1, 5, 0.3, 3, .
COc1ccc(-c2ccc([C@@H]3[C@@H](C#N)N(C(=O)C4CCCCC4)[C@H]3CO)cc2)cc1
 : -3, -9, 0, -63, -1, 0.2, -5, .
CC(=O)N1c2c(cc(Br)cc2S(=O)(=O)N2CCN(c3ccccn3)CC2)CC1C (configuration not stated)
 : 0, ., ., ., -5, ., -2, 2
O=C(CC12CC3CC(CC(Br)(C3)C1)C2)NC1CCCC1
 : 0, 1, -1, -8, -6, 3.4, -3, -5

# Compound activity: PubChem BioAssay, Broad Institute
